Lipid storage S3 = qHTS Assay for Lipid Storage Modulators in Drosophila S3 Cells | lipid storage change, negative = inhibition, % at the top dose, mostly 46.1 µM; hits show Potency in µM | Drosophila S3 cells, BODIPY lipid droplet fluorescence, 18-24 h; cells fed with added oleic acid | actives 0.64% (n = 320,000); active = well fitted inhibition curve with a large enough effect in the signal ratio, with a control signal flat, not every such curve was filed as active; inconclusive = small, poorly fitted or top-dose-only effect, or effect the other way, or a change in a side signal; the % refers to the signal ratio
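Drosophila S3 cells loaded with oleic acid (400 uM, as added) and compounds at several concentrations; lipid droplets imaged by 488-nm laser-scanning cytometry, 500–530 nm intensity and object ratio to cell channel. Percent activity normalized to 20 uM Triacsin C.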
Lipid storage S3 cell count max = also measured in Lipid storage S3; calls as there; cell number change, %; measured here: cell count max response;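 cells counted by Cell Tracker Red CMTPX staining in the red channel; peak over a dose series mostly up to 46.1 µM; percent activity relative to internal control wells on each plate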
Starred values were filed as active, the others as inactive; i = inactive; ? = inconclusive; . = no result given. % is set by controls: 0 for no effect and ±100 for the full control effect; potency is the fitted concentration of half-maximal effect. The list is partial, so the mix of outcomes need not match the whole.

Second line of a record: Lipid storage S3 | Lipid storage S3 cell count max
- Cc1ccc(C(=O)N2CCN(C)CC2)cc1[N+](=O)[O-]
    4.0% | -2.7
- O=C(COC(=O)COc1ccccc1Cl)Nc1ccccc1OC(F)F
    ? | .
- CCCC(=O)NC(=S)Nc1cccc(NC(=O)c2ccc(Cl)cc2Cl)c1
    -25.7% | -6.9
- CCN(CC)CC(=O)c1c(N)n(Cc2ccccc2)c(=O)n(C)c1=O
    ? | .
- Cc1ccc(C(=O)NCCNc2ncc(C(F)(F)F)cc2Cl)cc1[N+](=O)[O-]
    ? | .
- O=S(=O)(c1ccc(-c2nc3ccccc3s2)cc1)N1CCCC1
    i | .
- CC(=O)c1ccc(NC(=O)/C(Cl)=C/c2ccccc2)cc1
    ? | .
- Cc1cc(C)c2c(N)c(-c3nc4ccccc4[nH]3)sc2n1
    24.7% | 0.9
- COc1cccc(C(C(=O)NC2CCCCC2)N(C(=O)c2ccccn2)c2cccnc2)c1 (configuration not stated)
    11.8% | -11.5
- CCOc1ccc2c(c1)c1nnc(SCC(=O)N3CCCCC3C)nc1n2C (configuration not stated)
    ? | .
- Cn1nnnc1SCCNCc1cc(Cl)ccc1OCc1ccccc1
    5.8µM* | 3.3*
- COc1ccccc1-c1noc(-c2ccccc2C(=O)NCc2ccco2)n1
    4.9% | -1.7
- CCc1ccc(Nc2nnc(SCC(=O)c3c(N)n(C4CC4)c(=O)[nH]c3=O)s2)cc1
    ? | .
- O=C(COc1ccccc1[N+](=O)[O-])Nc1cc(C(=O)O)cc(C(=O)O)c1
    -2.9% | -6.6
- CCn1c2ccc(OC)cc2c2nc3ccccc3nc21
    ? | .
- Cc1nnsc1C(=O)N1CCC(CO)(Cc2ccccc2Cl)CC1
    -17.1% | -4.2
- C=C(Br)Cn1c(CC(C)C)nc2ccccc21
    ? | .
- O=C(NCc1cccnc1)C(=O)C1C(=O)Nc2ccccc21 (configuration not stated)
    2.6% | -8.7
- CCSc1sc(CC)cc1C=O
    -6.7% | -9.1
- CCSc1nnc(CNC(=O)C23CC4CC(CC(C4)C2)C3)n1C1CCCCC1
    -6.1% | -17.4
- OCCN1CCN(c2ncnc3c2c(-c2ccccc2)cn3-c2ccc(F)cc2)CC1
    3.1% | 0.6
- CSCCC(NC(=O)c1ccco1)C(=O)Nc1ccncc1 (configuration not stated)
    i | .
- Cc1ccc(S(=O)(=O)N2CCOCC2)cc1C(=O)OCC(=O)Nc1ccc2[nH]c(=O)[nH]c2c1
    ? | .
- COc1ccccc1N1CCN(/N=C/C=C\c2ccco2)CC1
    -61.0% | -13.7
- CC(Nc1nc2ccccc2n2cnnc12)c1ccccc1 (configuration not stated)
    ? | .
- O=C(CN1C(=O)C2C3C=CC(C3)C2C1=O)NCCc1ccccc1Cl (configuration not stated)
    i | -16.5
- COc1ccc(C(=O)OCC(=O)NC(C)(C)C)cc1[N+](=O)[O-]
    ? | .
- COc1cc(CC(=O)Nc2sccc2C(N)=O)cc(OC)c1OC
    4.4% | -10.0
- O=C(CCC(=O)N(CC(=O)NC1CCCCC1)c1ccc2c(c1)OCO2)Nc1ccccn1
    ? | .
- COc1ccc(/C(O)=C2\C(=O)C(=O)N(CCN3CCOCC3)C2c2ccccc2OC)cc1 (configuration not stated)
    2.0% | 6.8
- Cc1c(C(c2cccc([N+](=O)[O-])c2O)c2c(C)n(C)n(-c3ccccc3)c2=O)c(=O)n(-c2ccccc2)n1C
    ? | .
- CCOC(=O)c1c(NC(=O)Cc2cccs2)sc2c1CCCC2
    ? | .
- Cc1nc(CNS(=O)(=O)c2cccs2)cs1
    ? | .
- CC(C)(C)CN1CCN(Cc2c[nH]c3ccccc23)CC1CCO (configuration not stated)
    9.2% | 1.0
- COc1ccc(-n2nnc3c(SC(C(C)=O)C(=O)N(C)C)ncnc32)cc1 (configuration not stated)
    ? | .
- Cc1cc(N2CCOCC2)nc(NCc2ccccc2)n1
    ? | .
- O=S(=O)(c1ccccc1)N(CC(O)CN1CCOCC1)c1ccccc1 (configuration not stated)
    ? | .
- CCOC1=C/C(=C/c2c(N)n3oc(C)cc3nc2=O)C=CC1=O
    ? | .
- Cc1ccc(OCCNC(=O)c2cccc(S(=O)(=O)N3CCN(C)CC3)c2)cc1
    -15.2% | .
- CN(C)CC1CCCCC1OC(=O)c1ccc(Br)cc1 (configuration not stated)
    ? | .

Exported as comma-separated lines: part of the list above.
molecule,Lipid storage S3,Lipid storage S3 cell count max
O=S(=O)(c1ccccc1)N(CC(O)CN1CCOCC1)c1ccccc1 (configuration not stated),?,.
CCOC1=C/C(=C/c2c(N)n3oc(C)cc3nc2=O)C=CC1=O,?,.

(next part)
Second line of a record: Lipid storage S3 | Lipid storage S3 cell count max
- CCc1cc2ccc(C)c(C)c2nc1SCC(=O)NNC(=O)c1ccco1
    ? | .
- O=C(c1cc(Cl)nc2ccccc12)N(Cc1nnc(-c2ccc(Cl)cc2)o1)C1CC1
    ? | .
- CC(C)c1ccc2oc(=O)cc(CN3CCN(c4ccccc4)CC3)c2c1
    11.8% | -21.7
- O=C(c1cc2cc(Cl)cc(Cl)c2oc1=O)N1CCOCC1
    ? | .
- CCS(=O)(=O)c1ccc(NC(=O)c2ccccc2Cl)c(O)c1
    -3.3% | -5.5
- Cc1ccc(NC(=O)CN(C)CC(=O)Nc2ccccc2-c2ccccc2)cc1
    i | .
- CCOc1cc(C2/C(=C(/O)c3ccc(S(=O)(=O)N4CCCCC4)cc3)C(=O)C(=O)N2CCOC)ccc1O (configuration not stated)
    ? | .
- O=[N+]([O-])c1cccc(-c2ccc(/C=N/NC(=S)NCc3ccco3)o2)c1
    ? | .
- Cc1ccc(C)c(OCCn2cc(/C=C(\C#N)C(=O)NCc3cccs3)c3ccccc32)c1
    ? | .
- Cc1ccccc1NC(=O)C1CCCN1C(=O)NC1CCCCC1 (configuration not stated)
    ? | .
- CN(Cc1ccccn1)Cc1cn(Cc2ccccc2)nc1-c1ccc2c(c1)OCO2
    -7.4% | 12.4
- O=C(Nc1ccc(C(=O)N2CCCC2)cc1)c1ccccc1F
    ? | .
- COc1ccc(C(=O)NC(=S)Nc2ccc(NC(=O)c3ccco3)cc2)cc1[N+](=O)[O-]
    ? | .
- CC(=O)Nc1ccc(/C(C)=N/NC(=O)CN(c2ccccc2Br)S(C)(=O)=O)cc1
    ? | .
- Cc1ccc(NC(=O)CN(C)C(=O)COC(=O)c2oc3ccccc3c2C)cc1
    80.0% | 3.1
- CC(C)(C)OC(=O)N1CCC(NC(=O)c2ncn(Cc3ccccc3)c2C(=O)NC2CCN(C(=O)OC(C)(C)C)CC2)CC1
    ? | .
- COc1cccc(CNC(=O)C2CCC(CNc3nc(=S)[nH]c4ccccc34)CC2)c1 (configuration not stated)
    ? | .
- CCOc1ccc(NC(=O)CC(C)S(=O)(=O)c2ccc3c(c2)NC(=O)CO3)cc1 (configuration not stated)
    ? | .
- CC(=O)c1cccc(NC(=O)c2ccco2)c1
    12.8% | -8.8
- COc1ccc(N(CC(=O)NCCSc2ccccn2)S(C)(=O)=O)cc1Cl
    ? | .
- CCOC(=O)c1c(C)[nH]c(C(=O)N2CCN(c3ccc(OC)cc3)CC2)c1C
    ? | .
- COc1ccc(NC(=O)c2cccc(N3C(=O)C4C5C=CC(C5)C4C3=O)c2)cc1 (configuration not stated)
    ? | .
- CC(NC(=O)CNC(=O)c1ccco1)c1ccc(S(N)(=O)=O)cc1 (configuration not stated)
    ? | .
- Cc1cc(C(=O)Cn2cnc3cc([N+](=O)[O-])ccc3c2=O)c(C)n1CC1CCCO1 (configuration not stated)
    21.7% | 25.5
- COc1ccc(OCc2cccc(C(=O)N3CCCC3)c2)cc1
    -1.5% | -0.6
- CC1CCC(NC(=O)C2CC(=O)N(c3ccc(Cl)cc3)C2)CC1 (configuration not stated)
    i | .
- O=C(NCC(=O)N(Cc1ccccc1)C(C(=O)NC1CCCCC1)c1ccco1)c1ccco1 (configuration not stated)
    -2.9% | 20.6
- O=C(Nc1cccc2ccccc12)c1onc2c1CCCC2
    i | .
- C=CCc1ccc(OCCOCCOc2ccc(C)cc2[N+](=O)[O-])c(OC)c1
    7.0% | 3.4
- CCOC(=O)CSC1=C(C#N)C(c2ccc(OC)cc2)C2=C(CC(C)(C)CC2=O)N1 (configuration not stated)
    ? | .
- O=C(CSc1nnnn1-c1ccc(Cl)cc1)NNC(=O)c1ccc([N+](=O)[O-])cc1
    19.2% | 8.4
- COc1ccc(OC)c(NC(=O)C2CCN(S(=O)(=O)c3cccs3)CC2)c1
    ? | .
- Cc1ccccc1-n1nnnc1SCC(N)=O
    ? | .
- CC(=O)c1ccc(NC(=O)Nc2ccc(S(=O)(=O)N3CCCC3)cc2)cc1
    9.2µM* | -4.3*
- O=C(NCCc1ccncc1)Nc1ccc(F)cc1
    -6.0% | 5.2
- COC(=O)c1cc(OC)c(OC)cc1NC(=S)Nc1cc(Cl)ccc1OC
    8.6% | 10.0
- CC1(C(=O)NCC2CC2)C=CC2(CCCCC2)N1C(=O)c1ccccc1 (configuration not stated)
    21.8% | -5.7
- O=C(Nc1ccccc1)Nc1ccc(Br)cc1F
    -11.4% | -17.7
- CCSc1ccc([C@@H]2[C@@H]3C(=O)N(CC)C(=O)[C@@H]3[C@]3(C(=O)OC)CCCN23)cc1
    ? | .
- O=C(COC(=O)c1ccncc1)c1ccc(Br)cc1
    -4.7% | 5.0
- CCC(C)(C)NC(=O)CN(C(=O)CCC(=O)Nc1cc(C)ccn1)c1ccc2c(c1)OCCO2
    -6.5% | 4.7
- O=C1c2ccsc2SCCN1Cc1c(Cl)cccc1Cl
    i | 18.7
- Cc1cc(C)c(S(=O)(=O)N2CCCOC2CNC(=O)C(=O)NCc2cccs2)c(C)c1 (configuration not stated)
    3.2% | 8.5
- COC(=O)COc1cc(=O)oc2ccc(NS(=O)(=O)c3ccccc3)cc12
    ? | .
- Cc1ccc(CNC(=O)C2CCC(=O)N(CCc3cccc(F)c3)C2)cc1 (configuration not stated)
    9.2% | 25.5
- O=C(Nc1cccc(Br)c1)c1cccc(OC(=S)N2CCOCC2)c1
    ? | .
- CCOC(=O)N1CCN(C(=O)CN(c2cccc(C)c2)S(=O)(=O)c2ccccc2)CC1
    ? | .
- Cc1ccc(C)c(OCCn2c(=O)c3c(ncn3C3CCCC3)n(Cc3ccccc3)c2=O)c1
    ? | .
- CCC(C)(C)c1ccc(OCCCC[n+]2cccc(C)c2)c(C(C)(C)CC)c1
    ? | .
- Cc1ccccc1OCCn1cc(/C=C(\C#N)C(=O)NCc2ccco2)c2ccccc21
    -0.9% | 5.7
- CCNC(=O)CC1SC(=Nc2ccc(C)cc2)NC1=O (configuration not stated)
    ? | .
- CCc1nnc(NC(=O)CCC(=O)NC2CCCCCCC2)s1
    i | .
- O=C(N/N=C/c1ccc(F)cc1)c1cc(-c2ccco2)nc2ccccc12
    ? | .
- CN(C)c1cccc2c(S(=O)(=O)Nc3ccccn3)cccc12
    i | .
- Cc1ccc(S(=O)(=O)N2CCCCC2C(=O)NCc2ccco2)cc1 (configuration not stated)
    11.5% | -22.5
- Cc1ccc(S(=O)(=O)NCCc2cc3ccc(C)cc3[nH]c2=O)cc1
    ? | .
- O=C(O)C1Cc2c([nH]c3ccccc23)C(c2ccc3c(c2)OCO3)N1 (configuration not stated)
    ? | .
- CCOC1OC(=O)C(Cl)=C1Nc1cc(C)ccc1C (configuration not stated)
    -4.9% | 0.3
- COC(=O)c1ccccc1NC(=O)C(=O)NCC1CCCO1 (configuration not stated)
    19.3% | 4.2
- CCOC(=O)c1[nH]c(C)c(C(=O)OCC(=O)N(CC)C2CCS(=O)(=O)C2)c1C (configuration not stated)
    i | -15.5

Reprinted at random: 4 records from the list
Second line of a record: Lipid storage S3 | Lipid storage S3 cell count max
- CCOC(=O)c1c(C)[nH]c(C(=O)N2CCN(c3ccc(OC)cc3)CC2)c1C
    ? | .
- O=S(=O)(c1ccccc1)N(CC(O)CN1CCOCC1)c1ccccc1 (configuration not stated)
    ? | .
- COc1cccc(C(C(=O)NC2CCCCC2)N(C(=O)c2ccccn2)c2cccnc2)c1 (configuration not stated)
    11.8% | -11.5
- OCCN1CCN(c2ncnc3c2c(-c2ccccc2)cn3-c2ccc(F)cc2)CC1
    3.1% | 0.6

(further entries)
Second line of a record: Lipid storage S3 | Lipid storage S3 cell count max
- CC(=O)CC1OC(=O)C(Br)=C1NCc1ccccc1 (configuration not stated)
    ? | .
- COc1ccccc1-c1nnc(SCC(=O)OC(C)C)o1
    ? | .
- CCN(CCCNC(=O)C1CCCN(S(=O)(=O)CC)C1)c1cccc(C)c1 (configuration not stated)
    ? | .
- CC(C)OC(=O)c1cccc(NC(=O)c2ccccc2)c1
    14.4% | -0.7
- O=[N+]([O-])c1ccc(Cl)c(CN2CCC(O)CC2)c1
    -26.7% | -7.4
- Cc1cccc(C)c1N(CC(O)Cn1c2ccccc2c2ccccc21)S(C)(=O)=O (configuration not stated)
    ? | .
- COC(=O)c1ccc(C(=O)OC)c(NC(=O)COC(=O)c2ccc(OC)c(OC)c2OC)c1
    6.3% | 1.4
- Cc1ccc(C(=O)NCCNC(=O)c2ccc(F)cc2)cn1
    -0.8% | 14.1
- Cc1cc(SCC(=O)Nc2ccc(O)cc2)n2nc(C)c(-c3ccccc3)c2n1
    1.2% | -10.3
- COc1ccc(S(=O)(=O)N2CCC(C(=O)Nc3ccccc3C)CC2)c2cccnc12
    4.6% | 1.0
- Cn1c(CNC(=O)CNC(=O)c2ccccc2F)cc(=O)n(C)c1=O
    ? | .
- O=S(=O)(NC1CC1)c1cccc(S(=O)(=O)N2CCCC2)c1
    ? | .

Assay outcomes deposited in PubChem by National Center for Advancing Translational Sciences (NCATS).
